PPARg SRC2 recr – agonists of PPARg-SRC-2 recruitment, primary screen, biochemical, HTS; PPARgamma LBD-SRC-2 recruitment; 200,000 compounds, 0.34% hits; activation, % at 8 µM; Peroxisome proliferator-activated receptor gamma (Homo sapiens), P37231; in the data active = activation above about 22%;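 also: 0% = vehicle and 100% = reference agonist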
ROMK mod – ROMK potassium channel modulators, primary screen, cell-based, thallium flux, MLSMR library; Tet-inducible ROMK, thallium flux fluorescence; actives lie on both sides; B-score at 10 µM; 130,000 compounds, 2% hits;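 active = signal ratio slope over the read window, or its plate-corrected B-score, at least 3 SD from the plate mean, either direction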;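 also: B-score of the F/F0 ratio slope over 7 to 12 s after thallium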
S1P3 antagonist – S1P3 receptor antagonists, primary screen, cell-based. CHO S1P3 NFAT-BLA reporter, FRET fluorescence, antagonist mode. inhibition, % at 4.98 µM. 170,000 compounds, 0.27% hits;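 active = inhibition above the plate cutoff, the mean inhibition of test wells on that plate plus 3 SD, cut at about 28% in these data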;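 also: cells challenged with S1P at its EC80 of 0.8 µM; blue over green emission ratio from cleaved BLA substrate after 4 h stimulation; 0% = S1P-stimulated wells and 100% = unstimulated DMSO-only wells; some compounds past the cut are filed as inactive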
Target sequence (Q99500 whole entry, looked up): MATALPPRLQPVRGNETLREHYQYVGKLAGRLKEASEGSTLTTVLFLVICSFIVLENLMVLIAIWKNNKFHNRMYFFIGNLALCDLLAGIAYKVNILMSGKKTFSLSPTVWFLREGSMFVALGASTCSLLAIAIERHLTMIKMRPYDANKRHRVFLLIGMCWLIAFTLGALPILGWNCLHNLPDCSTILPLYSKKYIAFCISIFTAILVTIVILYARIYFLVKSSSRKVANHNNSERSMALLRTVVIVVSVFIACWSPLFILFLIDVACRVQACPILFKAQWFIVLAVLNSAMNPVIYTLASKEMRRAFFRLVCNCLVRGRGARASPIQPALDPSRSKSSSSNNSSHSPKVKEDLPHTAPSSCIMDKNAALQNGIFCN
TR-FRET SRC-2 ct – TR-FRET signal artefacts, primary screen, artefact control for PPARgamma SRC-2 agonist project, biochemical. 200,000 compounds, 0.4% hits. TR-FRET ratio at 8 µM. TR-FRET artefact counter-screen; active compounds read high; in the data active = TR-FRET ratio above about 2000; also: inactives centre near 1500
PMI act hi M6P – human PMI activators, high substrate, primary screen, biochemical, fluorescence intensity, near-saturating mannose 6-phosphate; Mannose-6-phosphate isomerase (Homo sapiens), P34949; coupled PMI enzyme assay, resazurin fluorescence, 20 min; active compounds read high; 1 = untreated enzyme, 0 = substrate-free blank; activation factor at 20 µM; 190,000 compounds, 0.34% hits; AID 1216, 2008;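 active = activation factor of 2 or more at 20 µM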
Target sequence (P34949 whole entry, looked up): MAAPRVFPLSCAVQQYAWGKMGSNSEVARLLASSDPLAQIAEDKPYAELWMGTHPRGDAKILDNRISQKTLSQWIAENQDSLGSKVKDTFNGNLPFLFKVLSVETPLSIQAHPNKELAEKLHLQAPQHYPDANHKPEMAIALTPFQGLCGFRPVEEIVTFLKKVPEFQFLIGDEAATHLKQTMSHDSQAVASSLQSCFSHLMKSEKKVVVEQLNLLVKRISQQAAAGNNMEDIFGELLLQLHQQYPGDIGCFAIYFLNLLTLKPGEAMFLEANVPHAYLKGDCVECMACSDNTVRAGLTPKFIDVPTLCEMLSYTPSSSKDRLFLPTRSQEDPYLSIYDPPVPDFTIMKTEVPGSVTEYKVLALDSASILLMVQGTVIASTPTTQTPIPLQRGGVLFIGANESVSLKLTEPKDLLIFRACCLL
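Test system: human phosphomannose isomerase with PGI, G6PDH, diaphorase coupling enzymes / Doses: 20 µM compound, 1% DMSO / Times: enzyme reaction with compound 20 min at room temperature / Measured by: Diaphorase-driven resazurin-to-resorufin fluorescence, excitation 544, emission 590 nm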
PMI activator – activators of human PMI, primary screen, biochemical, fluorescence intensity, near-Km mannose 6-phosphate. Mannose-6-phosphate isomerase (Homo sapiens), P34949. purified human PMI, coupled resazurin fluorescence, 20 min; active compounds read high; 1 = vehicle control, 0 substrate-free wells. activation factor at 20 µM. 190,000 compounds, 0.005% hits;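 active = activation factor of 2 or more at 20 µM, relative to plate controls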
Diaph act CS – compounds boosting diaphorase resazurin reduction – biochemical, uHTS, resorufin fluorescence, counter-screen for diaphorase-coupled primary assays, primary screen. Diaphorase/resazurin coupled assay, 16 min; active compounds read high; 1 = vehicle wells, 0 = NADH-free wells. activation factor at 20 µM. AID 1229, 2008. 190,000 compounds, 0.005% hits;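 active = diaphorase activity raised at least twofold by the compound at 20 µM; inactive = activation factor below 2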
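Material: bacterial diaphorase enzyme (C. kluyveri); amount: enzyme 0.07 U/mL final; reagent: NADH substrate 0.114 mM plus resazurin dye 0.1 mM, final; doses: single compound dose of 20 µM, 1% DMSO final; timing: 16 min enzyme reaction, ambient temperature; measured by: fluorescence of resorufin, 544 nm excitation, 590 nm emission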
Diaph inh CS – diaphorase inhibitors and chemical oxidizers, primary screen, counter-screen for diaphorase-coupled primary assays, biochemical, uHTS, resorufin fluorescence | diaphorase resazurin-to-resorufin fluorescence, NADH, 16 min; bacterial (C. kluyveri) enzyme, not human | inhibition, % at 20 µM | 190,000 compounds, 0.69% hits;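 active = primary screen inhibition at 20 µM above a set limit, cut at about 50% in these data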;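 also: plate controls were DMSO with full reaction for no effect and wells lacking NADH for full effect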
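Assay system: diaphorase enzyme from Clostridium kluyveri. Quantity: enzyme working solution with 0.14 U/mL diaphorase. Schedule: reaction incubation of 16 min at room temperature. Technique: resorufin fluorescence, excitation 544 nm, emission 590 nm. Controls: No-NADH positive control and DMSO neutral control.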
G6PDH CS – L. mesenteroides G6PDH inhibitors, counter-screen for G6PDH-coupled screening assays, biochemical, Leuconostoc mesenteroides enzyme | Purified L. mesenteroides G6PDH, diaphorase/resazurin coupled fluorescence, 45 min | inhibition, % at 5 µM | AID 1020, 2008 | glucose-6-phosphate dehydrogenase [Leuconostoc mesenteroides] | 200,000 compounds, 0.12% hits; in the data active = inhibition above about 50%
PPARg SRC-1 ag – PPARgamma agonists recruiting SRC-1 coactivator, primary screen, biochemical | 200,000 compounds, 0.41% hits | PPARgamma-SRC-1 coactivator recruitment biochemical assay | activation, % at 8 µM | AID 631, 2007 | Peroxisome proliferator-activated receptor gamma (Homo sapiens), P37231; in the data active = activation above about 19%;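 also: 0% = DMSO and 100% = reference agonist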
PPARg SRC-3 ag – PPARgamma agonists recruiting SRC-3 coactivator, primary screen, biochemical; activation, % at 8 µM; 200,000 compounds, 0.26% hits; Peroxisome proliferator-activated receptor gamma (Homo sapiens), P37231; AID 731, 2007; biochemical PPARgamma/SRC-3 coactivator recruitment assay; in the data active = activation above about 23%;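 also: 0% = DMSO and 100% = reference agonist; some compounds past the cut are filed as inactive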
* = called active by the depositor; / = no result given.

nr	Compound	Diaph act CS	PMI activator	TR-FRET SRC-2 ct	PMI act hi M6P	PPARg SRC-1 ag	PPARg SRC-3 ag	PPARg SRC2 recr	ROMK mod	S1P3 antagonist	G6PDH CS	Diaph inh CS
1	Cn1c(=O)c(=O)n(C)c2cc(S(=O)(=O)N3CCN(Cc4ccccc4)CC3)ccc21	0.9	1.1	1572	1	0	-3	1	/	16	5	12
2	O=C1CN(C(=O)CNC(=O)c2cccc(Cl)c2)c2ccccc2N1	1	1.1	1558	1	-9	3	-2	0.3	-10	4	1
3	CCc1ccccc1NC(=S)N(CCN1CCOCC1)Cc1ccccc1F	1	0.9	1816	0.9	10	-3	8	0.22	-12	0	3
4	CCN(CC)CCCC(C)Nc1c2ccc(Cl)cc2nc2ccc(OC)cc12 (stereo not given)	1.5	1.4	1531	1.2	14	12	10	/	-17	12	-47
5	CCN(CC)S(=O)(=O)c1ccc(C(=O)Nc2nnc(CSC)o2)cc1	1	1.2	1544	1.2	1	-3	-4	0.57	-25	7	3
6	O=C(Nc1ccccc1)C(c1ccccc1)C1CCCC1 (stereo not given)	0.8	0.8	1677	0.9	-8	-3	5	/	52*	7	20
7	CC1(C)NC(=O)NC2(C)NC(=O)NC(C)(C)C12 (stereo not given)	0.9	1	1459	1	-2	-1	-6	/	-1	-5	14
8	CCC(CC)C(=O)Nc1cccc(S(=O)(=O)c2cccc(NC(=O)C(CC)CC)c2)c1	0.9	0.9	1562	1	4	1	8	1.1	/	17	10
9	CN1CCN(C(=O)CN2C(=O)CC(C)(C)S(=O)(=O)c3ccccc32)CC1	0.8	1	1618	1	6	9	6	-0.066	/	2	16
10	CC(=O)Nc1ccc(C(=O)n2cnc3cc(C)c(C)cc32)cc1	1	1	1608	1.1	0	4	9	-0.36	/	4	-1
11	O=C(Nc1nnc(-c2ccccc2Cl)s1)C1CCN(S(=O)(=O)c2ccc(Cl)cc2)CC1	0.9	0.9	1573	1	-4	-4	-3	/	6	-17	10
12	CC1(c2ccccc2)CC(C)(C)N(C(=O)c2cc([N+](=O)[O-])cc([N+](=O)[O-])c2)c2ccccc21 (stereo not given)	0.8	0.9	1631	0.9	2	3	-2	-0.9	-9	1	20
13	CCOC(=O)NC(c1cccc(Cl)c1)C1CCCCCC1=O (stereo not given)	1	1.1	1460	1.1	2	5	0	-0.15	/	8	-4
14	COc1ccc(NC(=O)c2ccc(=O)oc2)cc1	0.9	1	1420	0.9	1	2	1	/	2	5	13
15	O=C(Cn1c2[n+](c3ccc(C(F)(F)F)cc31)CCCCC2)Nc1ccc(Br)cc1	1	0.6	1745	0.9	1	-1	9	-2.9	-3	1	2
16	Cc1nc2sc3c(c2c(=O)n1/N=C/c1ccco1)CCCC3	0.9	1	1277	1	-3	-2	-4	-0.32	-6	-2	6
17	CC(=O)NC(=S)Nc1ccccc1C(=O)NC1CCCCC1	0.9	1	1519	1	6	3	2	/	8	-1	7
18	COc1ccc(CCNC(=O)COC(=O)C23CC4CC(CC(Br)(C4)C2)C3)cc1	0.8	1	1502	0.9	-1	2	9	/	-14	0	22
19	CCCCNC(=O)Cn1nc([N+](=O)[O-])c([N+](=O)[O-])c1C	1	1.1	1506	1	-8	-4	-11	0.55	-2	-8	0
20	CC(C)=C1C2CCC1C1C(=O)N(NC(=O)COc3ccc(C(C)(C)C)cc3)C(=O)C21 (stereo not given)	0.8	0.9	1719	0.9	-2	-8	4	-1.6	/	0	21
21	COc1ccccc1/C=N/NC(=O)CC(=O)NCc1ccccc1	1.1	1.1	1519	1	-6	4	1	-1.4	-13	4	-9
22	Cc1cc(C)c(C#N)c(SCC(=O)CC(=O)OC(C)C)n1	0.9	0.9	1482	1	-6	-3	0	/	11	-7	15
23	CCOc1cccc(C(=O)NNC(=O)CCC(=O)O)c1	0.8	1	1590	1	-1	5	3	-0.29	-27	0	18
24	CCC(=O)N1CCc2cc(Br)cc(S(=O)(=O)CCC(=O)N(CC)CC)c21	1	1	1958	1	12	-2	6	0.72	-10	15	-1
25	CC(C)CCN1CC(C(=O)N2CCN(c3ccc(F)cc3)CC2)CC1=O (stereo not given)	0.9	1	1530	1	3	-1	8	/	-18	2	13
26	COc1ccc(C(CNC(=O)c2cc3ccccc3cc2OC)N2CCCC2)cc1 (stereo not given)	0.9	1	1548	1	6	12	4	-3.1*	/	-4	8
27	O=C(O)c1ccccc1SCC(=O)N1CCOCC1	0.9	1.1	1609	1	-6	0	2	-1.2	-8	2	10
28	CCCSc1nc(O)c(C2OC(=O)c3c2ccc(OC)c3OC)c(=O)n1C (stereo not given)	1.1	1	1705	1.1	4	4	1	0.35	/	-3	-14
29	N/C(=N\OC(=O)c1cccc(Cl)c1)c1cccnc1	1	0.9	1597	1	4	0	12	-0.58	/	3	-2
30	COc1ccc(OC)c(CNCCNC(=O)c2ccco2)c1	0.9	0.9	1479	1	3	-3	-1	0.67	/	1	13
31	Clc1ccc(-c2nnc3sc(Cc4cccs4)nn23)c(Cl)c1	0.8	1.2	1554	1.1	5	-10	-5	-1.4	/	5	21
32	O=C(COC(=O)CNS(=O)(=O)c1ccc(F)c(F)c1F)Nc1ccc(OC(F)F)cc1	0.8	0.9	1514	0.9	-7	-5	-8	0.48	9	5	22
33	CCOc1ccc(C(C)NC(=O)c2cccc(F)c2)cc1 (stereo not given)	0.9	0.9	1577	0.9	11	-4	15	0.45	8	2	11
34	O=C(NCCc1ccccc1)C1CCN(S(=O)(=O)N2CCCC2)CC1	1	1	1524	1	-9	-3	-1	0.31	3	6	-4
35	CC(=O)c1cc(-c2ccccc2)[nH]c1N1CCCC1	0.9	0.9	1472	0.9	-1	10	0	/	-18	0	6
36	CCOc1ccc(CCNC(=O)c2cccc(N3CCCC3=O)c2)cc1OCC	0.9	1	1418	1	-1	8	-2	/	/	-1	11
37	O=C1CCCN1c1ccc(S(=O)(=O)N2CCC(c3ccccc3)CC2)cc1	0.8	0.9	1635	0.9	5	12	10	/	-15	-7	16
38	COc1ccccc1-c1c(C)nn2c(NCCN3CCCC3)cc(C)nc12	0.9	1	1659	0.9	5	-3	1	/	-13	-11	6
39	O=S(=O)(NCCn1ccc2ccccc21)c1ccccc1	0.9	0.8	1357	0.8	-6	-6	-1	/	/	-2	8
40	COc1ccc(NC(=S)N2CCC(N(C)CC3CCCO3)CC2)cc1 (stereo not given)	1	0.8	1731	0.9	6	-1	-3	-0.15	-5	-3	0
41	Cc1ccccc1NC(=S)NNC(=O)c1ccncc1	0.9	1	1498	1	7	5	1	0.78	4	8	11
42	O=C(OCc1ccccc1)/C(=C/c1cccc2ccccc12)NC(=O)c1ccccc1	0.8	0.9	1620	0.9	5	1	4	/	27	-22	21
43	N#Cc1ccc(-c2ccccc2)nc1SCCN1CCOCC1	0.9	0.8	1713	0.9	6	2	7	-0.79	9	0	11
44	CC(C)(C)c1nc(SCC(=O)NCc2ccco2)c2ccccc2n1	0.7	1.1	1472	0.9	9	1	2	/	-13	7	27
45	Cc1ccc(-n2c(CCC(=O)O)ccc2-c2cccs2)cc1C	0.8	1	1462	1	-2	4	0	/	/	-4	17
46	COc1ccc(F)cc1C(=O)C1CCCN(Cc2ccc(Oc3ncccn3)cc2)C1 (stereo not given)	0.9	1	1664	1.1	-2	0	2	/	-3	6	7

Given screen by screen: part of the list above
38	COc1ccccc1-c1c(C)nn2c(NCCN3CCCC3)cc(C)nc12
39	O=S(=O)(NCCn1ccc2ccccc21)c1ccccc1
40	COc1ccc(NC(=S)N2CCC(N(C)CC3CCCO3)CC2)cc1 (stereo not given)
Compound | 38 | 39 | 40
Diaph act CS | 0.9 | 0.9 | 1
PMI activator | 1 | 0.8 | 0.8
TR-FRET SRC-2 ct | 1659 | 1357 | 1731
PMI act hi M6P | 0.9 | 0.8 | 0.9
PPARg SRC-1 ag | 5 | -6 | 6
PPARg SRC-3 ag | -3 | -6 | -1
PPARg SRC2 recr | 1 | -1 | -3
ROMK mod | / | / | -0.15
S1P3 antagonist | -13 | / | -5
G6PDH CS | -11 | -2 | -3
Diaph inh CS | 6 | 8 | 0

Bioassay records (PubChem BioAssay)
